Dicer processing = blocks human Dicer maturation of pre-miR-21. Q9UPY3. 47,000 compounds, 6% hits. cat-ELCCA pre-miR-21 Dicer processing, chemiluminescence; stronger effect = higher value. AID 1347074. z-score at 25 µM; in the data active = z-score above about 3, passing the limit was not always enough;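 note: plate controls were vehicle for no effect and no enzyme for full effect; higher signal means more uncleaved substrate so more Dicer inhibition; strong numbers were not always called active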
* = called active by the depositor. Not all compounds are listed; count on the stated rates, not on these rows.

molecule	Dicer processing
CC1=C(C(=O)OCc2ccccc2)C(c2ccncc2)C2=C(CC(C)(C)CC2=O)N1 (configuration not stated)	-2
Cc1ccccc1NC(=S)Nc1ccccn1	13
CC1CC(C)CN(c2nc3nonc3nc2N2CC(C)CC(C)C2)C1 (configuration not stated)	2.2
O=C1SC(c2ccccc2)=N/C1=C/c1ccco1	2.1
O=C1C2C(c3ccc(F)cc3)OC3(C(=O)c4ccccc4C3=O)C2C(=O)N1C1CCCCC1 (configuration not stated)	-0.55
O=C(Cn1c(=O)n(CC(=O)NC2CCCCC2)c2ccccc21)NC1CCCCC1	-0.65
COc1ccccc1N1C(=O)CC(N2CCN(c3ccc(F)cc3)CC2)C1=O (configuration not stated)	0.32
CCC(C)OC(=O)c1c(NC(=O)c2nc3ncccn3n2)sc2c1CCCC2 (configuration not stated)	0.81
COc1ccc(C(N)=O)cc1OC(C)C	-1.2
CC1C(=O)CC(c2ccc(Cl)cc2)NC1c1ccc(Cl)cc1 (configuration not stated)	2.3
C/C(=N\O)c1ccc(Cl)cc1Cl	-0.56
O=C1C=C(NC2Cc3ccccc3C2)CC(c2ccccc2Cl)C1 (configuration not stated)	-0.41
COc1cccc(-c2coc3cc4oc(=O)c5ccccc5c4cc23)c1	-0.39
O=C(Oc1ccc2c(=O)c(-c3ccc(Cl)cc3)c(C(F)(F)F)oc2c1)N1CCOCC1	4*
Cc1ccc(-n2c(N)c(C#N)c3nc4ccccc4nc32)cc1C	-2.1
O=C(CN1C(=O)CSC1=O)Nc1ccc(N2CCOCC2)cc1	0.43
Cc1c(Cl)cccc1S(=O)(=O)N1CCCN(c2nc3ccc(Cl)cc3s2)CC1	-0.8
O=C(C1CCCCC1)N1CCn2c1nc1ccccc12	-0.92
CN(/N=C/c1ccc(Cl)cc1)c1ncc(C(F)(F)F)cc1Cl	0.15
CCOCCOC(=O)C1=C(C)NC2=C(C(=O)CC(C)(C)C2)C1c1ccc(OC)c(O)c1 (configuration not stated)	0.73
COc1cccc(OC)c1C(=O)NC(=O)Nc1c(Cl)cc([N+](=O)[O-])cc1Cl	-0.54
CC12CN3CC(C)(CN(C1)C3C(O)C(O)C(O)CO)C2 (configuration not stated)	2.6
CSc1nn(-c2ccccc2)cc1/C(N)=N/OC(=O)Nc1ccccc1	3.7
Cc1cccc(C)c1NC(=S)NNC(=O)CCc1ccc(O)cc1	0.1
CCOC(=O)Cc1csc(N/N=C/c2ccc(Cl)cc2)n1	-4
CN1C2C=C(N(CCc3c[nH]c4ccccc34)C(=O)c3ccc(Cl)cc3)CC1CC2 (configuration not stated)	0.18
CC(C)(C)c1cc(C(=O)Oc2cccnc2)cc(C(=O)Oc2cccnc2)c1	-0.2
N#CC1=C(SCC(=O)NC2CCCCC2)NC(=O)CC1c1ccc(F)cc1 (configuration not stated)	-0.22
Cc1nc(-c2ccccc2)[nH]c(=O)c1Oc1ccc(Cl)cc1Cl	0.07
COc1ccc(C2Nc3ccccc3-c3nnc(SC)nc3O2)cc1OC (configuration not stated)	2.4
CCc1c(O)c(-c2ccccc2)c(=O)n(-c2ccccc2)c1-c1ccccc1	0.18
Cc1cccc(NC(NC(=O)c2cccnc2)(C(F)(F)F)C(F)(F)F)n1	-1.4
O=C(Nc1nccs1)c1cc2ccccc2c(=O)s1	0.11
O=[N+]([O-])c1ccccc1Sc1c(-c2ccccc2)nc2ccccn12	-0.26
Cc1cc2n(n1)C(c1ccc(O)c(O)c1)Nc1c(C)cccc1-2 (configuration not stated)	-0.93
CCc1ccccc1Cn1c(=O)oc2cccnc21	2.3
CC1=C(C(=O)OCC2CCCO2)C(c2ccc(-c3ccccc3)cc2)C2=C(CC(C)(C)CC2=O)N1 (configuration not stated)	2.5
CCOc1ccc(N2CC(C(=O)O)CC2=O)cc1 (configuration not stated)	0.38
CCN(CC)CCSCCOC(=O)c1oc2ccccc2c1C	-1.3
CN(C)S(=O)(=O)N(CC(=O)Nc1ccc2c(c1)OCO2)c1ccccc1	-1.1
CCOC(=O)/C(C#N)=C/c1c2ccccc2cc2ccccc12	5.2
Cn1c(NCc2ccc3c(c2)OCO3)nc2c1c(=O)n(Cc1ccc(F)cc1)c(=O)n2C	-2.5
CC(C)c1cc(Br)c(NC(=O)NCc2ccco2)c(Br)c1	1.2
COC(=O)c1cccc(NC(=S)NC(C)C)c1	-1.2
CCCCCOc1ccc(C2c3c(oc4ccccc4c3=O)C(=O)N2c2nnc(C)s2)cc1 (configuration not stated)	-0.69
Cc1ccc(C2/C(=C(\O)c3ccc(S(=O)(=O)N(C)C)cc3)C(=O)C(=O)N2CCN(C)C)cc1 (configuration not stated)	1
CCCc1nc(N)c(C#N)c(-c2cccs2)c1CC	0.67
COc1ccc(-c2nc(C#N)c(N3CCN(C)CC3)o2)cc1	0.9
Nc1ccccc1Sc1cc(C(F)(F)F)cc([N+](=O)[O-])c1Sc1ccccc1N	-0.03
CC(O)c1nc2ccccc2n1Cc1ccccc1Cl (configuration not stated)	-0.48
COc1ccc(-c2cc(C(=O)O)c3ccccc3n2)cc1OC	1.7
Cc1c(Br)sc2sc(-c3ccn[nH]3)c(C)c12	-0.6
COCCCn1c(=S)[nH]c2ccccc2c1=O	-1.9
Cc1nn(S(=O)(=O)c2ccc(-c3ccccn3)s2)c(C)c1Br	0.05
CS(=O)c1ccc(Oc2ccc(C(F)(F)F)cc2[N+](=O)[O-])cc1 (configuration not stated)	0.25
C/C(=N\Nc1nc(-c2ccc(Cl)cc2)cs1)c1ccc(C)nc1	0.61
Cc1n[nH]c(C)c1CCCOc1ccc(F)cc1	-2.8
CCCC(=O)NNc1ncc(C(=O)OCC)c(C(F)(F)F)n1	2.7
Cc1ccc(-n2cc(C#N)c(C(=O)c3cccs3)n2)cc1	-0.68
CC1Cc2cc(C3=NNC(O)(C(F)(F)F)C3)ccc2O1 (configuration not stated)	-1.6

Continued:
molecule	Dicer processing
Cc1csc2c(NCCc3ccccn3)ncnc12	-2.1
N#CC(C(=Nc1ccccc1)SCc1ccc(Cl)cc1)c1nc2ccccc2[nH]1 (configuration not stated)	-0.92
CC1=C(C(=O)OCCOc2ccccc2)C(c2ccc3c(c2)OCO3)C2=C(CCCC2=O)N1 (configuration not stated)	0.59
CC1(C)CC(=O)c2cnc(NC(=O)CSCC(=O)Nc3cccc(F)c3)nc2C1	1.1
N#C/C(=C\Nc1ccc2c(c1)OCCO2)S(=O)(=O)c1cccs1	1.8
CC(C)CC(NC(=O)Cc1ccsc1)C(=O)NNC(=O)c1ccccc1Cl (configuration not stated)	-0.88
CCOC(=O)/C(C#N)=C/Nc1cc(C(=O)OC)ccc1C	0.09
CN(C)c1nc(-c2ccc(Cl)cc2)[nH]c(=O)n1	2.8
O=S(=O)(c1ccc(C(F)(F)F)cn1)c1ccc(S(=O)(=O)N2CCCCC2)s1	0.87
Cc1cc(C)nc(N2CCN(C(=O)CSc3nc4ccccc4nc3N3CCCCC3)CC2)n1	2.6
CC(C)c1cccc(C(C)C)c1N1C(=O)c2ccc(O)cc2C1=O	-0.85
C=CCOC(=O)C1=C(C)NC2=C(C(=O)CCC2)C1c1ccc(OCCC)c(OC)c1 (configuration not stated)	-0.77
Cn1nc(C(F)(F)F)c(-c2ccccc2)c1N	0.68
O=C(c1ccc(Cl)c(Cl)c1)c1cc2cc(Cl)ccc2o1	-0.22
COC(=O)C1=C(C(=O)c2ccc(C)cc2)C(c2ccccc2OC)n2nnnc2N1 (configuration not stated)	0.5
Cc1onc(-c2ccccc2)c1NC(=O)N(Cc1ccccc1)C(C)C	-0.84
C=C(C)CSc1nnc2c3sc4nc(N5CCOCC5)c5c(c4c3ncn12)CC(C)(C)OC5	3.2*
O=C(NCc1ccccc1F)NC1CCCCC1	2.4
CNC(=O)OCc1cccc(COC(=O)NC)n1	0.28
CCOC(=O)NC(NCc1ccc(F)cc1)(C(=O)OCC)C(F)(F)F (configuration not stated)	-0.99
O=C1SC(Nc2ccccc2Br)C(=O)N1c1ccccc1 (configuration not stated)	-0.13
NC(=NCCCCCCN=C(N)/N=C(\N)Nc1ccc(Cl)cc1)/N=C(\N)Nc1ccc(Cl)cc1	-0.2
c1ccc(CSc2nnnn2-c2ccccc2)cc1	-1.3
CC(=O)/C(C=Nc1cc(C)on1)=C(\C)O	-1
Cc1ccc(-n2nnnc2-c2cnc3ccccc3c2C)cc1	-0.58
Nc1ncnc2c1nc(N/N=C/c1ccc(OC(=O)c3ccco3)cc1)n2[C@H]1O[C@@H](CO)[C@H](O)[C@@H]1O	1.7
COc1ccc(-c2nc3ccc(Cl)cc3c(=O)o2)cc1OC	2
CCCCOC(=O)C1=C(C)NC2=C(C(=O)CC(C)(C)C2)C1c1ccc(O)c(OCC)c1 (configuration not stated)	-1.1
COc1ccc(-c2cnn3c(N)c(-c4ccccc4)cnc23)cc1OC	0.13
CC(C)Oc1ccc(N2CC(C(=O)Nc3ccc4c(c3)OCO4)CC2=O)cc1 (configuration not stated)	-0.21
Cc1ccc(C)c(NC(=S)Nc2c(C)cccc2C)c1	0.06
COc1cc(C(F)(F)F)nc2ccc(C#CCO)cc12	-1.6
COc1ccccc1Nc1nc(Nc2ccccc2OC)nc(N2CCOCC2)n1	0.22
CSc1sc(C(=O)O)c(-c2cccc(Cl)c2)c1C#N	-0.4
Cc1ccc2c(c1)sc1ncc(NC(=O)c3ccc(C(C)(C)C)cc3)c(=O)n12	-1
Cc1ccc2ccc(C(Nc3ccccn3)c3ccccc3F)c(O)c2n1 (configuration not stated)	12
CC(=O)c1sc(=S)n(CCc2ccc(Cl)cc2)c1C	-1.7
Cn1c(=O)c2cc3c(=O)n(C)c(=O)c3cc2c1=O	-2.9
Cc1onc(-c2c(Cl)cccc2Cl)c1C(=O)Oc1ccc2c(C(F)(F)F)cc(=O)oc2c1	-0.74
CCCCOC(=O)C1=C(C)NC2=C(C(=O)CC(C)(C)C2)C1c1ccc(OC)c(OC)c1 (configuration not stated)	0.33

Single entries from above.
Dicer processing result of CC(C)Oc1ccc(N2CC(C(=O)Nc3ccc4c(c3)OCO4)CC2=O)cc1 (configuration not stated) reads -0.21
Dicer processing result of Cc1ccc2c(c1)sc1ncc(NC(=O)c3ccc(C(C)(C)C)cc3)c(=O)n12 reads -1
Dicer processing result of CC(=O)/C(C=Nc1cc(C)on1)=C(\C)O reads -1
Dicer processing result of CCCCOC(=O)C1=C(C)NC2=C(C(=O)CC(C)(C)C2)C1c1ccc(O)c(OCC)c1 (configuration not stated) reads -1.1
Dicer processing result of CC(=O)c1sc(=S)n(CCc2ccc(Cl)cc2)c1C reads -1.7
Dicer processing result of Cc1onc(-c2c(Cl)cccc2Cl)c1C(=O)Oc1ccc2c(C(F)(F)F)cc(=O)oc2c1 reads -0.74
Dicer processing result of COc1ccc(-c2nc3ccc(Cl)cc3c(=O)o2)cc1OC reads 2

More compounds.
molecule	Dicer processing
CCOc1nc(-c2ccccc2)ccc1-c1noc(CC)n1	0.74
CCOc1ccc2ccccc2c1/C=C1\N=C(SCC)SC1=O	0.11
COC(=O)C1=C(NC(=O)NC(=O)N(C)S(=O)(=O)c2ccc(C)cc2)CCS1	-0.87
Cc1ccc2c(c1)C(O)(CC(=O)c1ccc3ccccc3c1)C(=O)N2 (configuration not stated)	0.61
O=C1CC(Nc2ccccc2)C(=O)N1c1ccccc1Cl (configuration not stated)	2.7
O=C1/C(=C/c2ccc(C(F)(F)F)cc2)CCCc2ccccc21	-0.31
CC1CCc2c(sc(N)c2C(=O)Nc2ccc(Br)cc2)C1 (configuration not stated)	0.17
CC12CN3CC(C)(CN(C1)C3c1ccccc1Cl)C2 (configuration not stated)	0.7
COc1ccc(Oc2c(C(F)(F)F)oc3cc(OC(=O)c4ccco4)ccc3c2=O)cc1	-0.47
Cc1cc(C)c(NC(=S)NC(C)(C)C)c(C)c1	0.01
CCCn1c(=O)c(/C(N)=N/OC(=O)Nc2ccc(Cl)cc2)nn(-c2ccccc2)c1=O	-0.1
CCOc1ncnc2cc(OC)c(OC)cc12	-0.33
CCOC(=O)c1c(C)n(CCO)c2ccc(O)cc12	1.9
COC(=O)c1sccc1Oc1nccc(C(F)(F)F)n1	-0.41
N#CC1=C(N)Oc2ccc3ccccc3c2C1c1ccccc1Cl (configuration not stated)	-1.7
COC(=O)c1cccc([N+](=O)[O-])c1NC(C)=O	-1.4
CSC1=N/C(=C/c2cccnc2)C(=O)N1Cc1ccccc1	-0.26
Cc1ccc(S(=O)(=O)NNC(=S)Nc2cccc(F)c2)cc1	0.91
CSc1sc(C(=O)N/N=C/c2cccs2)c2c1C(O)CCC2 (configuration not stated)	13
CC12CNC3(CO)CC1CCC32C (configuration not stated)	-1.8

Reformatted as labelled records: entries from further up.
CCOc1ncnc2cc(OC)c(OC)cc12
  Dicer processing = -0.33
CCOC(=O)c1c(C)n(CCO)c2ccc(O)cc12
  Dicer processing = 1.9

Remaining list, next part.
molecule	Dicer processing
CCSCCOC(=O)C1=C(C)NC2=C(C(=O)CC(C)(C)C2)C1c1ccccc1Br (configuration not stated)	-4.8
O=C(CN1/C(=C(/O)c2ccccc2)C(=O)c2ccccc2S1(=O)=O)c1ccccc1	2.2
O=c1n(Cc2ccccc2)c2ccccc2n1Cc1ccccc1	-0.36
COc1ccc(-c2cnnn2-c2ccc(N)cc2)cc1	0.81
O=C1CSC(c2ccccc2)N1CCc1ccccc1 (configuration not stated)	0.71
Cc1ccc(C(C)(SCC(=O)O)SCC(=O)O)cc1	-0.53
C#CCSc1nc(O)c(CCCC)c(=O)[nH]1	-1
NC(=S)Nc1ccc(C(F)(F)F)cc1Cl	-1.2
COc1ccc(-c2cc(C(F)(F)F)n3nc(C(=O)O)nc3n2)cc1	-0.66
Cc1cccc(C)c1NC(=O)c1cnc(NC2CCCCC2)cc1C(F)(F)F	-4
Cc1cc(C)c(S(=O)(=O)Nc2cc(Cl)c3oc(=O)sc3c2)c(C)c1	12*
COC(=O)c1sc2ccccc2c1OC(=O)c1ccccc1Cl	-1.9
Nc1nnc(-c2ccccc2SCc2ccc(F)cc2)s1	-0.07
Cc1cc(=O)n2[nH]c(-c3cccs3)cc2n1	-0.3
